SUMO1 PPI mod – SUMO1-SIM interaction modulation | P63165 | SUMO1 binding to a labelled peptide, TR-FRET, 1 h | inhibition, % at 20 µM | 0.33% of 360,000 active | AID 602429; in the data active = inhibition above about 37%
Target sequence (P63165 whole entry, looked up): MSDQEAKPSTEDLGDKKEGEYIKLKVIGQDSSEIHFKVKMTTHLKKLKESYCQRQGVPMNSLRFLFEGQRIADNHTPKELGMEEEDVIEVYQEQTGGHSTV
NRP1-CendR mod – NRP-1/CendR interaction modulation. O14786. FAM-RPARPAR peptide binding to NRP-1, fluorescence polarization. inhibition, % at 25 µM. 0.85% of 360,000 active. AID 602438;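 active = inhibition or corrected inhibition above about 18%, plus a signal ratio from 0.5 to 1.5, limit read from the data, passing the limit was not always enough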; also: strong numbers were not always called active
TbMetRS inhib – Trypanosoma brucei MetRS inhibition; purified T. brucei MetRS, ATP depletion, Kinase-Glo luminescence; inhibition, % at 11.9 µM; 0.4% of 360,000 active; AID 624268;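 active = inhibition above a per-plate cutoff of the control wells' mean inhibition plus 3 SD, cut at about 5.5% in these data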;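 also: 0% = DMSO wells median and 100% = median of wells with control inhibitor compound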
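Test system – parasite MetRS enzyme · Reagent – substrates ATP, L-methionine and bulk Escherichia coli tRNA · Doses – 11.9 µM compound single dose, 0.9% DMSO · Times – 15 min enzyme-compound preincubation, 2 h reaction, 10 min detection, 25 °C · Signal – Kinase-Glo luminescence, ATP depletion format · Controls – DMSO-only wells as low control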
LMPTP block – blocks human LMPTP phosphatase; P24666; recombinant LMPTP-A, OMFP fluorogenic substrate, fluorescence intensity; inhibition, % at 20 µM; 0.22% of 360,000 active; AID 651560;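 active = compounds that cut the enzyme signal by at least half of the control window in the single-dose screen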;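 also: plate controls were DMSO wells with enzyme plus substrate for no effect and substrate without enzyme for full effect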
Target sequence (P24666 whole entry, looked up): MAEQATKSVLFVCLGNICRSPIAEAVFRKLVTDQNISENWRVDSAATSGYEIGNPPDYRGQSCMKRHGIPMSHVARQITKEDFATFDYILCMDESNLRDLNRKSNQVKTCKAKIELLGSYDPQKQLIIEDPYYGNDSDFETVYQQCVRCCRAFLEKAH
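Assay system: LMPTP-A enzyme. Input: 0.625 nM LMPTP-A final. Probe or stimulus: 400 µM OMFP. Compound dosing: single 20 µM dose. Schedule: 50 min dark incubation at room temperature. Detection: fluorescence intensity of OMFP turnover product. Read-out: percent inhibition versus substrate-only and uninhibited controls. Benchmarks: no-enzyme low control, uninhibited high control.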
NadD inh – NadD (S. aureus) enzyme inhibition; purified NadD enzyme, colorimetric absorbance read-out; inhibition, % at 20 µM; 0.78% of 360,000 active; AID 602399; in the data active = inhibition above about 26%; also: some compounds past the cut are filed as inactive
SKN-1 block – blocks SKN-1 activity in C. elegans. C. elegans VP596 Pgst-4::GFP/RFP ratio, acrylamide-induced, 24 h. inhibition, % at 21.8 µM. 0.49% of 360,000 active. AID 624304;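 active = interference check ratio from 0.5 to 1.5 plus GFP to RFP signal ratio inhibition reaching or exceeding a fixed threshold, cut at about 30% in these data, passing the limit was not always enough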; also: some compounds called inactive have numbers as strong as hits
Scp1 inh – blocks human Scp-1 phosphatase activity | Q9GZU7 | Recombinant Scp1, phosphopeptide, malachite green phosphate absorbance | inhibition, % at 20 µM | 0.88% of 340,000 active;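 active = inhibition above about 50% at 20 µM, limit read from the data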;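 also: plate controls were DMSO wells with enzyme for no effect and wells lacking enzyme for full effect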
Target sequence (Q9GZU7 76-261 limits assumed): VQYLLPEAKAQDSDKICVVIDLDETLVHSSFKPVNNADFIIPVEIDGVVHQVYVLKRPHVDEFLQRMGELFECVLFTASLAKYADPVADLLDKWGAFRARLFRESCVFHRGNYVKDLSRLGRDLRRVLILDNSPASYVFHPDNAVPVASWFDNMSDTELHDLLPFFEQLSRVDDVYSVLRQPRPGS
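Material – SCP-1 phosphatase catalytic domain, residues 76-261 · Buffer or medium – Acidic Tris acetate buffer with magnesium and detergent · Also added – Phospho 17-mer peptide substrate · Compound – single 20 µM dose, 1% DMSO · Times – 45 min room-temperature reaction, 5 min colour, 30 min stabiliser · Technique – Phosphate-binding colour reagent, absorbance read at 630 nm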
STEP block – inhibitors of human striatal-enriched phosphatase STEP; P54829; recombinant STEP, OMFP fluorogenic substrate, fluorescence; inhibition, % at 20 µM; 0.25% of 360,000 active;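 active = inhibition at 20 µM, scaled per plate between control wells, above about 37%, limit read from the data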;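 also: 0% = DMSO with enzyme and substrate and 100% = substrate only without enzyme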
Target sequence (P54829 whole entry, looked up): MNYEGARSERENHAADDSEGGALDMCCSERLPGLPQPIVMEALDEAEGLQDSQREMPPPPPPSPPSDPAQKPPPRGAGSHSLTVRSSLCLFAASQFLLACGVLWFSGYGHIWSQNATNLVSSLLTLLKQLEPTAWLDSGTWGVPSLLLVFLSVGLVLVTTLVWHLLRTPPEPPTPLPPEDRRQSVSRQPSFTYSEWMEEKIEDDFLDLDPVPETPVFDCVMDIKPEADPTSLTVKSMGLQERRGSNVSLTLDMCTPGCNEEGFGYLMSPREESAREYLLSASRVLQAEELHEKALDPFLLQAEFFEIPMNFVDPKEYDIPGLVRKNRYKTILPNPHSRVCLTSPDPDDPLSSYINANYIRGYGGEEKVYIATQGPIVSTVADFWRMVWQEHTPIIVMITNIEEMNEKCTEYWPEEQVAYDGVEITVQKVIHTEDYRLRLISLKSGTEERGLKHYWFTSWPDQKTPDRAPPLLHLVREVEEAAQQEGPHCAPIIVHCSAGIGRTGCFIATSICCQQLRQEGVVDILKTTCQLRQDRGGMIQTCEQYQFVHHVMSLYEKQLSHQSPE
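System: isolated STEP enzyme; schedule: 20 min enzyme reaction at room temperature, protected from light; medium: Bis-Tris buffer pH 6.0, 2.5 mM DTT, 0.005% Tween 20; signal: fluorescence, 480/540 nm; dosing: single compound dose of 20 µM, 1% DMSO final; also added: OMFP substrate, 25 µM final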
Neddylation inh – cullin neddylation inhibition | AID 651699 | calls only at 25 µM | P61081+Q13564 | 0.58% of 360,000 active | TR-FRET cullin neddylation, biochemical; in the data active = inhibition above about 36%
DNMT1 inh – blocks human DNA methyltransferase DNMT1 | P26358 | DNMT1 molecular beacon, Hinp1I cleavage, fluorescence | inhibition (reported as % activation of signal), % at 10 µM | 0.83% of 360,000 active | AID 588458; in the data active = inhibition above about 50%
Starred values were filed as active, the others as inactive; i = inactive; / = not tested or not shown.

SMILES	SUMO1 PPI mod	NRP1-CendR mod	TbMetRS inhib	LMPTP block	NadD inh	SKN-1 block	Scp1 inh	STEP block	Neddylation inh	DNMT1 inh
CC(=O)Nc1ccc(S(=O)(=O)N2CCN(Cc3ccccc3[N+](=O)[O-])CC2)cc1	-6	0	-0.3	-0.5	-5	5	-1	-1	i	-5
C=CCSc1nc(N)c2c(C)c(C)sc2n1	1	-13	-0.6	2.0	5	-6	-7	3	i	0
Cc1cccc(Nc2nc3c(c(=O)n(C)c(=O)n3C)n2Cc2ccccc2)c1	0	4	-0.3	0.9	4	-7	1	-2	i	15
Cc1cc(C)cc(NC(=O)c2ccc3nc[nH]c3c2)c1	-1	9	-0.2	0.2	-1	4	-4	0	i	6
O=C(CSc1nnnn1-c1ccc2c(c1)OCO2)NCc1cccs1	3	0	-0.9	-0.7	3	-8	2	3	i	1
COc1cccc(NC(=O)CSc2nc(=O)n(Cc3ccncc3)c3c2CCCC3)c1	1	0	-0.4	-0.4	3	18	3	1	i	4
CC1(Oc2cccc(F)c2)CCN(Cc2ccc3ccccc3c2)C1 (centres undefined)	3	7	-0.3	0.2	-5	13	/	2	i	6
Cc1ccc(OCCNCc2ccccc2)c(C)c1	0	-11	-0.5	0.9	-12	6	0	2	i	6
CC(C)(C)OC(=O)N[C@H]1C=C[C@H](OC(=O)CC(=O)OCC(F)(F)F)C1	1	-5	-1.3	-0.1	-6	7	-1	2	i	3
O=C(NCCc1ccccc1)C1CCN(S(=O)(=O)c2ccc(Br)s2)CC1	-1	0	-0.4	0.0	-11	-8	1	3	i	-2
CC(C)(C)NC(=O)C1CCC(CNc2c(N3CCCCC3)c(=O)c2=O)CC1 (centres undefined)	0	8	-1.5	3.9	-2	5	-4	1	i	7
c1ccc(-c2csc3ncnc(NCC4COc5ccccc5O4)c23)cc1 (centres undefined)	-1	-10	-0.4	5.1	1	4	0	3	i	-12
CC1=NNC(=O)/C1=C\c1cn(-c2ccccc2)nc1-c1ccc(F)cc1	4	-2	-0.6	-0.6	-5	11	8	-6	i	5
COc1ccc(NC(=O)COC(=O)c2cnccn2)cc1Cl	2	11	-0.3	-0.1	7	11	8	-4	i	-10
CCOC(=O)N1CCC(n2c(SCC(=O)NCCc3ccc(S(N)(=O)=O)cc3)nc3ccccc3c2=O)CC1	11	10	-0.4	1.0	3	7	-6	0	i	4

Random excerpt: 4 records from the list
SMILES	SUMO1 PPI mod	NRP1-CendR mod	TbMetRS inhib	LMPTP block	NadD inh	SKN-1 block	Scp1 inh	STEP block	Neddylation inh	DNMT1 inh
CC(C)(C)OC(=O)N[C@H]1C=C[C@H](OC(=O)CC(=O)OCC(F)(F)F)C1	1	-5	-1.3	-0.1	-6	7	-1	2	i	3
CCOC(=O)N1CCC(n2c(SCC(=O)NCCc3ccc(S(N)(=O)=O)cc3)nc3ccccc3c2=O)CC1	11	10	-0.4	1.0	3	7	-6	0	i	4
Cc1cccc(Nc2nc3c(c(=O)n(C)c(=O)n3C)n2Cc2ccccc2)c1	0	4	-0.3	0.9	4	-7	1	-2	i	15
Cc1ccc(OCCNCc2ccccc2)c(C)c1	0	-11	-0.5	0.9	-12	6	0	2	i	6

More compounds.
SMILES	SUMO1 PPI mod	NRP1-CendR mod	TbMetRS inhib	LMPTP block	NadD inh	SKN-1 block	Scp1 inh	STEP block	Neddylation inh	DNMT1 inh
CC(C)(O)C#Cc1ccc(C(=O)Nc2ccc3c(c2)OCO3)s1	-7	10	-0.3	0.2	-6	-5	-4	-3	i	-4
COc1ccc(Oc2cnn(-c3ccccc3)c(=O)c2Br)cc1	-6	8	0.9	0.2	-3	0	-15	1	i	2
O=C(Nc1cccc(F)c1)C1CCCN1C(=O)OCc1ccccc1 (centres undefined)	1	5	0.0	2.1	-3	-10	4	-1	i	1
CCOC(=O)C1(Cc2cccc(Cl)c2)CCCN(C(=O)CN2C(=O)CSC2=O)C1 (centres undefined)	1	9	-0.9	0.2	-4	-12	-2	-1	i	-2
O=C(COC(=O)c1ccc(Cl)nc1)NCCNC(=O)COC(=O)c1ccc(Cl)nc1	-4	-8	-0.3	-1.2	1	14	-4	1	i	0
COc1ccc(-c2c(C)n([O-])c(C)c(C)[n+]2=O)cc1	-13	7	-1.4	-0.8	4	10	-14	0	i	-1
COc1cccc(N2CCN(C(=O)CCc3nnc4ccc(N5CCCC5)nn34)CC2)c1	1	3	0.1	0.6	6	7	-4	1	i	3
O=[N+]([O-])c1cccc(CN2CCN(c3ncccn3)CC2)c1	-15	3	-1.0	-1.7	3	14	-2	1	i	1
CCN1CCC[C@H]1CNC(=O)c1c(O)c(Cl)cc(Cl)c1OC	7	-4	-0.1	-0.8	-2	6	-12	0	i	1
CCOc1ccccc1OCCCC(=O)ON=C(N)c1ccccc1	3	-3	-0.4	-0.3	-4	14	-12	0	i	2
COc1cccc(CN2CCNC(=O)C2CC(=O)NC2CCCC2)c1OC (centres undefined)	-5	-2	-0.3	-1.0	-3	14	-7	1	i	-3
COc1ccc(CCNC(=O)c2cnn3c(C(F)F)cc(C)nc23)cc1OC	3	3	0.6	-0.4	-5	-7	-9	-2	i	0
CC1(C)NC(=O)N(CC(=O)OCC(=O)Nc2c(Br)cc([N+](=O)[O-])cc2Br)C1=O	-39	2	0.2	-0.3	2	-4	-2	-2	i	-1
CCCCC(=O)NC1(C(F)(F)F)C(=O)N(Cc2ccco2)C(C)=C1C(=O)OC (centres undefined)	-4	-8	-1.1	-0.9	-2	-4	-11	0	i	1
CC(C)CC(=O)N/N=C/c1c(N)n(C)c(=O)n(C)c1=O	1	2	-0.8	0.4	-6	-1	4	1	i	3
Cc1ccc(N(C(=O)c2ccc(S(=O)(=O)N3CCOCC3)cc2)C2C=CS(=O)(=O)C2)cc1C (centres undefined)	3	10	-0.6	-1.2	-1	3	-4	-2	i	-4
COc1ccc(Cc2nc3ccccc3n2C)cc1	-3	-9	-0.8	0.2	-3	3	-4	0	i	0
Cc1nn(C)c(C)c1CNC(=O)c1nn2c(c1Cl)NC(c1cccs1)CC2C(F)(F)F (centres undefined)	1	-2	-0.4	-1.2	1	7	-8	2	i	7
C(=N\Nc1nc(Nc2ccccc2)nc(Nc2ccccc2)n1)/c1cccnc1	3	-2	-0.1	2.5	11	7	3	2	i	-7
COc1ccc(C2=NN(c3ccccc3)C(c3cn(CCC(=O)O)nc3-c3ccccc3)C2)cc1 (centres undefined)	-5	7	-0.5	0.5	14	-5	-3	-4	/	-2
CC(NCc1cccs1)C(=O)NC1CCCCC1 (centres undefined)	1	4	-1.1	-0.9	0	-8	5	0	i	3
Nc1nnc(-c2cccnc2)s1	0	-14	-0.4	-0.9	2	-8	-8	-2	i	2
CCOC(=O)C1CCN(C(=O)COC(=O)c2cccc(F)c2)CC1	5	3	-0.4	-0.3	1	-2	-6	-4	i	-1
Cc1ccc(CNC(=O)C2CCCN(S(=O)(=O)N3CCC(C)CC3)C2)cc1 (centres undefined)	2	-4	-0.2	-0.8	-7	11	-8	-1	i	1
O=C(CNC(=O)c1cccs1)OCC(=O)c1ccccc1	-5	7	0.1	-1.6	-5	3	-1	4	i	1
O=C(CCc1nnc2ccc(N3CCC4(CC3)OCCO4)nn12)N1CCCCC1	0	10	0.5	0.5	0	19	-8	-2	i	-2
CC(C)(C)c1ccc(/C=C/C(=O)NCCCN2CCOCC2)cc1	2	-9	0.6	-1.5	-4	0	-10	-2	i	1
Cn1ncc([N+](=O)[O-])c1C(=O)NCc1ccccc1	-2	0	-0.5	-0.8	-5	1	9	-2	i	-1
COc1cccc(N(C(=O)c2nc3nccc(C)n3n2)c2nc3ccccc3s2)c1	1	15	-1.6	0.1	5	-14	5	0	i	5
O=C(COC(=O)c1cccc(S(=O)(=O)N2CCCC2)c1)Nc1ccccc1Cl	-7	7	-0.2	2.0	-5	6	-1	5	i	0
CCCCn1c(=O)c(Cc2ccccc2)c(O)c2ccccc21	-1	-3	-1.3	1.0	0	-2	-4	-3	i	-3
CCN(C(=O)Cn1c(=O)oc2cc(S(=O)(=O)N3CCCC3)ccc21)c1ccc(OC)cc1	5	3	-0.3	-0.8	-2	1	-10	1	i	-1
CCOc1ccc(OCC)c(NC(=O)Nc2ccc3c(c2)N(C)C(=O)CS3)c1	6	-12	-0.2	4.3	2	29	-9	-3	i	-19
O=C(COc1ccc(Cl)cc1)NNC(=S)NCc1ccccc1	3	-2	-0.1	-0.4	5	19	0	2	i	1
O=C1NC(=O)C(CSc2ccccc2)(c2ccccc2)N1 (centres undefined)	1	1	-0.2	-0.7	-4	-1	-8	2	i	-2
CCN(CC)CCCNC(=O)c1cc(Nc2ccc(OC)cc2)nc2ccccc12	-12	-7	-0.5	1.5	-11	-2	-9	0	i	0
CC(=O)Nc1ccc(NC(=O)c2ccc([N+](=O)[O-])cc2Cl)cc1	-18	4	0.3	-1.1	-1	13	-1	2	i	-3
CCn1c(SCC(=O)c2cc(OC)ccc2OC)nnc1C(C)C	25	4	-0.4	-1.3	0	23	-5	-5	i	-3
COc1ccc(-n2c(SCC(=O)NCC3CCCO3)nc3ccccc3c2=O)cc1Cl (centres undefined)	9	-76	-0.3	-0.8	-6	21	/	0	i	0
O=C(CS(=O)(=O)c1ccc(F)cc1)NCc1ccccc1	2	2	-0.4	-2.0	-2	7	-3	-1	i	0
CC(=O)NC(O)C(=O)c1ccco1 (centres undefined)	1	6	-0.8	-1.9	1	0	9	-1	i	11
Cc1ccc(-c2c(C)n([O-])c3c([n+]2=O)CCC3)cc1	-11	8	-1.2	-0.4	6	-1	-3	-3	i	3
O=C(N/N=C/c1c[nH]c2ccccc12)c1ccc(O)c(O)c1	-6	-31	-0.3	0.1	-6	-18	-12	1	i	2
CC(=O)Nc1ccc(-c2ccnc3c2CC(C(=O)NCCC(F)(F)F)O3)cc1 (centres undefined)	5	-6	-0.4	-0.7	0	11	/	-2	i	2
C=CCC[C@@H](Cc1ccc(F)cc1)C(=O)OC[C@H](Cc1c[nH]c2ccccc12)NC(=O)[C@H](CC=C)CC(=O)NCCO	0	-4	-0.3	8.1	-10	1	2	2	i	8
CC(=O)c1cn(CC(=O)Nc2ccccc2)c2ccccc12	3	3	-0.2	-1.0	-3	6	0	-2	i	3
Cc1cc(-c2ccco2)n2c(nc3ccccc32)c1C#N	-6	-39	0.1	1.6	3	-11	-12	0	i	6
